ERp5 block: blocks human ERp5 reductase activity on insulin. hit rate 0.05% among 350,000. Q15084. inhibition, % at 9.99 µM. ERp5 insulin aggregation, absorbance 650 nm, 90 min;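 active = mean replicate inhibition above about 25%, with every replicate also reaching it, limit read from the data, passing the limit was not always enough; inconclusive = only one of those two criteria met; inactive = neither criterion met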
Target sequence (Q15084 whole entry, looked up): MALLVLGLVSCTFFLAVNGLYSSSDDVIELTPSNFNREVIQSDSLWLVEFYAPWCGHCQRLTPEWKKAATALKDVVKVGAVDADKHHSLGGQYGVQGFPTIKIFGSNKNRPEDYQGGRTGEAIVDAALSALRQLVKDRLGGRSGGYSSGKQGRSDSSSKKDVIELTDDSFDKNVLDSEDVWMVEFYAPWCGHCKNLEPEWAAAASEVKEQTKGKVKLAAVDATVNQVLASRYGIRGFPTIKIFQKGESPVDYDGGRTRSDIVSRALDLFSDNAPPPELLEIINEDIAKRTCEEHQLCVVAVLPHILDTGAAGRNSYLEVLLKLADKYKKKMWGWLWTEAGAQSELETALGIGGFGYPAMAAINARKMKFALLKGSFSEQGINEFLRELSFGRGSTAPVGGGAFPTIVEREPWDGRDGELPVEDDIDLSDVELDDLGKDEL
PAX8 reporter: PAX8 transcriptional activity inhibition; RMG-I TPO-luciferase reporter, SteadyGlo, 24 h; inhibition, % at 12.6 µM; hit rate 1.2% among 360,000;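 active = mean replicate inhibition at least 60% with every replicate also reaching 60%; inconclusive = only one of the two criteria is met; inactive = mean below 60% and not all replicates reaching 60%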;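 note: luciferase light reporting Pax8 driven TPO promoter activity; plate controls were median of neutral control wells for no effect and mitoxantrone controls for full effect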
CFTR F508del cor: correctors of CFTR F508del function in bronchial epithelial cells | CFBE cells, YFP halide quenching; stimulated with forskolin plus potentiator P3; % fluorescence drop versus neutral controls | hit rate 0.36% among 350,000 | activity (quench increase), % at 7.58 µM;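 active = mean added fluorescence quench of at least 8% versus neutral control, with both replicates also reaching 8%; inconclusive = only one of the mean or replicate conditions met; inactive = mean below 8% and not both replicates reaching 8%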;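 note: cells transiently co-express mutant CFTR-F508del with the halide-sensitive YFP; corrector assay measuring rescue of mutant channel to the surface after 24 h compound exposure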
ARNT-TACC3 inh: ARNT/TACC3 interaction disruption; AlphaScreen His-ARNT PAS-B/GST-TACC3 binding, luminescence; TACC3 fragment carries E629A point mutation; inhibition, % at 9.99 µM; hit rate 0.66% among 390,000;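 active = mean inhibition of replicates at least 50% and at least half of replicates each reaching 50%; inconclusive = half or more replicates reach 50% but mean below 50%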;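 note: 0% = complete ARNT plus TACC3 wells and 100% = ARNT alone without TACC3; many hits fall short of the cut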
XiGFP reactiv: X-chromosome reactivation activator; AID 743238; XiGFP mouse fibroblasts, % GFP-positive cells imaging, 3 d; cells co-treated with 5-aza-dC sensitizer; scaled so ellipticine positive control = 100%; hit rate 0.055% among 360,000; activation, % at 7.58 µM;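 active = mean normalized replicate activation at least 10% and every replicate at or above 10%; inconclusive = only one of the two criteria met; inactive = mean below 10% and not all replicates reach 10%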;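 note: 0% = median of on-plate neutral control wells and 100% = ellipticine 6 µM median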
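Material: XiGFP fibroblasts, SV40-immortalized; Buffer or medium: DMEM containing 5-aza-dC; Compound dosing: single point; Times: 3 days compound exposure.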
DENV2 CPE: protects cells from dengue virus 2 cytopathic effect; DENV2-infected cells, cytopathic effect rescue, plate reader; CPE inhibition, % at 9.99 µM; hit rate 1.7% among 350,000; AID 651640; in the data active = CPE inhibition above about 20%, passing the limit was not always enough; inconclusive = no clear call, values can overlap the other calls; tested in BHK-21 cells;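 note: 0% = median of neutral control wells and 100% = median of positive control wells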
GSIS activator: primary screen for activators of insulin secretion dependent on glucose, INS-1E cells, GLuc reporter luminescence. AID 743287. INS-1E GLuc reporter insulin secretion, 2-3 h. hit rate 0.61% among 370,000. activation, % at 16.6 µM;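 active = lowest replicate activation of at least 40%, so every replicate reaches that level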;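 note: 0% = median of neutral control wells and 100% = median of IBMX positive control wells; some compounds called inactive have numbers as strong as hits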
EWS-Fli inh: blocks EWS/Fli oncoprotein-driven transcription | inhibition, % at 12.6 µM | A673 NR0B1-luciferase reporter, viability-normalised | hit rate 0.67% among 350,000 | AID 651661;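 active = mean inhibition of at least 50% after viability correction, with every replicate also passing that limit; inconclusive = mean reaches 50% but only one of two replicates passes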;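 note: firefly luciferase signal divided by Alamar Blue viability fluorescence both relative to DMSO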
* marks the source's active call; other numbers are inactive results; ? = inconclusive; . = no result given.

[1] COc1ccc(CCNC(=O)CNC(=O)N2CC(=O)Nc3ccccc32)cc1OC
[2] COC(=O)c1ccc(C23CC4(C2)[C@H](CN(Cc2cccnc2)[C@@H]4c2ccccc2)C3c2ccc(C(F)(F)F)cc2)cc1 (stereo partly drawn)
[3] Cc1cc(C)c(Cn2c(=O)[nH][nH]c2=O)cc1Cn1c(=O)[nH][nH]c1=O
[4] CC(C)C#Cc1ccc2c(c1)O[C@@H](CN(C)Cc1ccncc1)[C@@H](C)CN([C@@H](C)CO)S2(=O)=O
[5] CC(=O)NCC(=O)N(Cc1ccco1)C1(C(=O)NC2CCCC2)CCCCC1
Screen / compound no.	1	2	3	4	5
ERp5 block	1	0	12	.	-2
PAX8 reporter	4	11	-4	-12	-10
CFTR F508del cor	-0.6	2.8	-1.6	4.0	-1.4
ARNT-TACC3 inh	.	.	.	14	18
XiGFP reactiv	0.0	0.0	0.2	0.0	0.0
DENV2 CPE	-7	-5	9	-5	3
GSIS activator	17	-1	22	-6	0
EWS-Fli inh	8	-8	1	14	5

[6] CCc1ccc(OC(=O)Nc2ccccc2)cc1
[7] CNc1ccc(Br)cc1C(O)c1ccccc1 (stereo not drawn)
[8] N#Cc1cccc(NC(=O)Cc2ccsc2)c1
[9] COc1ccccc1S(=O)(=O)N[C@@H]1CC[C@H](CCNC(=O)C2CCC2)O[C@@H]1CO
[10] NS(=O)(=O)c1ccc(NC(=O)CN2C(=O)c3ccccc3C2=O)cc1
Screen / compound no.	6	7	8	9	10
ERp5 block	0	2	3	-13	0
PAX8 reporter	-165	2	2	-20	0
CFTR F508del cor	-2.2	-0.1	-1.0	0.2	-0.4
ARNT-TACC3 inh	-3	-1	18	-7	-5
XiGFP reactiv	0.2	0.4	0.4	-0.5	-0.4
DENV2 CPE	1	-2	4	-4	-7
GSIS activator	-13	36	2	12	13
EWS-Fli inh	-127	4	-4	1	-1

[11] C[C@@H]1CN([C@@H](C)CO)C(=O)Cc2cc(NC(=O)C3CC3)ccc2O[C@@H]1CN(C)Cc1ccc(C(F)(F)F)cc1
[12] Cc1ccccc1NC(=O)c1c(C)nc(SCC(=O)OCc2ccccc2)c(C#N)c1-c1ccc(F)cc1
[13] CN1C(=O)c2cc(NC(=O)C3CCC3)ccc2OC[C@H]2O[C@H](CC(=O)NCC3CCCCC3)CC[C@@H]21
[14] CCCCn1c(SCC(=O)N2CCC(C)CC2)nc2cc(S(N)(=O)=O)ccc21
[15] COc1ccc(CCn2c(N)cc(=O)[nH]c2=O)cc1OC
Screen / compound no.	11	12	13	14	15
ERp5 block	1	-3	-7	0	-4
PAX8 reporter	42	25	-1	.	2
CFTR F508del cor	3.8	-1.1	-1.4	2.1	.
ARNT-TACC3 inh	34	11	.	19	.
XiGFP reactiv	-0.1	0.1	0.0	.	0.0
DENV2 CPE	-13	20*	?	-7	9
GSIS activator	-2	.	5	-3	37
EWS-Fli inh	2	-3	0	-5	9

In another format: entries from further up
nr	canonical_smiles	ERp5 block	PAX8 reporter	CFTR F508del cor	ARNT-TACC3 inh	XiGFP reactiv	DENV2 CPE	GSIS activator	EWS-Fli inh
3	Cc1cc(C)c(Cn2c(=O)[nH][nH]c2=O)cc1Cn1c(=O)[nH][nH]c1=O	12	-4	-1.6	.	0.2	9	22	1
1	COc1ccc(CCNC(=O)CNC(=O)N2CC(=O)Nc3ccccc32)cc1OC	1	4	-0.6	.	0.0	-7	17	8
12	Cc1ccccc1NC(=O)c1c(C)nc(SCC(=O)OCc2ccccc2)c(C#N)c1-c1ccc(F)cc1	-3	25	-1.1	11	0.1	20*	.	-3
9	COc1ccccc1S(=O)(=O)N[C@@H]1CC[C@H](CCNC(=O)C2CCC2)O[C@@H]1CO	-13	-20	0.2	-7	-0.5	-4	12	1

More records
[16] CCCN(CC(=O)Nc1ccccc1C)C(=O)c1ccc(COc2ccccc2)cc1
[17] Cc1ccc(S(=O)(=O)N(C)C[C@@H]2OCCCC[C@@H](C)Oc3ccc(NC(=O)Nc4cccc5ccccc45)cc3C(=O)N([C@H](C)CO)C[C@@H]2C)cc1
[18] CN(C)S(=O)(=O)c1cccc(NC(=S)N2CCCCC2CO)c1 (stereo not drawn)
[19] COc1ccccc1CN(C)C(=O)c1ccc(COc2ccccc2)cc1
[20] COc1ccc([C@H]2C[C@H](O)[C@@H](n3cc(-c4ccc(F)cc4)nn3)CN2C(=O)c2cccs2)cc1
Screen / compound no.	16	17	18	19	20
ERp5 block	-5	-12	8	-2	-4
PAX8 reporter	10	-16	-3	13	29
CFTR F508del cor	-1.6	-0.8	-1.9	-1.9	-3.4
ARNT-TACC3 inh	3	-3	9	-1	.
XiGFP reactiv	0.0	0.2	0.0	0.0	0.1
DENV2 CPE	?	-2	-3	15	12
GSIS activator	-27	17	-2	-2	-15
EWS-Fli inh	-4	-7	-7	-6	-10

[21] CCN(CC(=O)Nc1c(F)cccc1F)C(=O)c1ccc(N2CCCC2=O)cc1
[22] CN(C)C(=O)C[C@H]1C[C@H]2c3cc(NC(=O)C4CCC4)ccc3O[C@H]2[C@@H](CO)O1
[23] CC1Cc2ccccc2N1C(=O)CO/N=C/c1ccccc1OC(F)F (stereo not drawn)
[24] O=c1cc(O)c2sc3nc(-c4cccnc4)cc(C(F)(F)F)c3c2[nH]1
[25] COc1cccc(C(O)c2ncc(-c3cccc(C(F)(F)F)c3)[nH]2)c1 (stereo not drawn)
Screen / compound no.	21	22	23	24	25
ERp5 block	-1	5	-1	.	3
PAX8 reporter	-5	-2	-7	33	-3
CFTR F508del cor	-0.4	2.2	0.6	.	1.1
ARNT-TACC3 inh	2	-4	1	1	.
XiGFP reactiv	0.0	0.0	0.1	-0.1	0.1
DENV2 CPE	8	-2	-5	.	-2
GSIS activator	5	3	6	2	-28
EWS-Fli inh	-7	8	9	.	2

[26] O=C(Nc1ccc(F)cc1)C(c1ccccc1OC(F)(F)F)N1CCN(c2cccc(C(F)(F)F)n2)CC1 (stereo not drawn)
[27] CC1(C)CCC(=NNC(N)=S)CC1
[28] CC(C)NS(=O)(=O)c1ccc(OCC(=O)Nc2ccc(F)cc2)cc1
[29] Cc1nc2ccc(N=NN(C)C)cc2[nH]1
[30] COc1cc(/C=C/C(=O)NC(=O)c2ccccc2O)ccc1OC(C)=O
Screen / compound no.	26	27	28	29	30
ERp5 block	1	2	-6	.	7
PAX8 reporter	-4	-10	5	7	.
CFTR F508del cor	5.3	-4.8	-0.1	-1.1	0.1
ARNT-TACC3 inh	.	21*	-4	14	1
XiGFP reactiv	0.4	0.0	0.1	0.0	.
DENV2 CPE	?	-1	2	2	73*
GSIS activator	-36	20	46	.	4
EWS-Fli inh	21	-9	1	-10	-5

[31] CCc1cc(=O)oc2c(CNCc3c(F)cccc3Cl)c(O)ccc12
[32] CCCC(=O)Nc1ccc2c(c1)C(=O)N(C)[C@H]1CC[C@H](CC(=O)N3CCCCC3)O[C@H]1CO2
[33] COc1ccccc1NC(=O)C1=C(C)NC(=O)NC1c1ccc(C)s1 (stereo not drawn)
[34] COc1ccc(Nc2nc3cc(-c4ccccc4C)sc3c(=O)n2C)cc1OC
[35] COc1ccc(C(CNc2ccc(S(=O)(=O)N3CCCC3)cc2[N+](=O)[O-])N2CCCC2)cc1 (stereo not drawn)
Screen / compound no.	31	32	33	34	35
ERp5 block	2	9	5	2	.
PAX8 reporter	15	0	10	-1	1
CFTR F508del cor	0.8	-1.5	0.0	0.6	.
ARNT-TACC3 inh	-6	-8	-16	.	-6
XiGFP reactiv	0.3	0.0	0.4	0.2	0.1
DENV2 CPE	?	-1	0	0	.
GSIS activator	29	-7	5	-12	-14
EWS-Fli inh	1	-2	1	-3	.

Part of the list above, with tabs:
#	molecule	ERp5 block	PAX8 reporter	CFTR F508del cor	ARNT-TACC3 inh	XiGFP reactiv	DENV2 CPE	GSIS activator	EWS-Fli inh
31	CCc1cc(=O)oc2c(CNCc3c(F)cccc3Cl)c(O)ccc12	2	15	0.8	-6	0.3	?	29	1
32	CCCC(=O)Nc1ccc2c(c1)C(=O)N(C)[C@H]1CC[C@H](CC(=O)N3CCCCC3)O[C@H]1CO2	9	0	-1.5	-8	0.0	-1	-7	-2
33	COc1ccccc1NC(=O)C1=C(C)NC(=O)NC1c1ccc(C)s1 (stereo not drawn)	5	10	0.0	-16	0.4	0	5	1
34	COc1ccc(Nc2nc3cc(-c4ccccc4C)sc3c(=O)n2C)cc1OC	2	-1	0.6	.	0.2	0	-12	-3
35	COc1ccc(C(CNc2ccc(S(=O)(=O)N3CCCC3)cc2[N+](=O)[O-])N2CCCC2)cc1 (stereo not drawn)	.	1	.	-6	0.1	.	-14	.

Further compounds:
[36] Cc1cc(C(=O)Nc2cccc3c2O[C@H](CN(C)Cc2ccc(C(=O)Nc4ccccc4N)cc2)[C@@H](C)CN([C@H](C)CO)C3=O)n(C)n1
[37] CCS(=O)(=O)N1CCN(S(=O)(=O)c2ccc3c(c2)OCCO3)CC1
[38] CCN1CNC(=S)N(c2ccccc2C)C1
[39] C=C1CCC[C@]2(C)C[C@H]3OC(=O)C(CNC(C)(CO)CO)[C@H]3CC12 (stereo partly drawn)
[40] O=C(C1=C[C@H](c2ccc(Br)cc2)C[C@H](OCc2ccc(CO)cc2)O1)N1CCCC1
Screen / compound no.	36	37	38	39	40
ERp5 block	4	2	-1	-4	0
PAX8 reporter	.	-3	-1	3	-11
CFTR F508del cor	1.6	-4.3	-2.4	-1.1	0.5
ARNT-TACC3 inh	5	1	4	2	.
XiGFP reactiv	-0.9	0.3	-0.1	0.1	.
DENV2 CPE	-2	3	4	8	6
GSIS activator	9	4	-19	15	.
EWS-Fli inh	-2	-1	-6	4	-8

Quoted at random: two compounds from above
[39] C=C1CCC[C@]2(C)C[C@H]3OC(=O)C(CNC(C)(CO)CO)[C@H]3CC12 (stereo partly drawn)
[40] O=C(C1=C[C@H](c2ccc(Br)cc2)C[C@H](OCc2ccc(CO)cc2)O1)N1CCCC1
Screen / compound no.	39	40
ERp5 block	-4	0
PAX8 reporter	3	-11
CFTR F508del cor	-1.1	0.5
ARNT-TACC3 inh	2	.
XiGFP reactiv	0.1	.
DENV2 CPE	8	6
GSIS activator	15	.
EWS-Fli inh	4	-8

The list goes on.
[41] CCOC(=O)c1ccc(CNC(=O)Cn2nnc(-c3ccccc3)n2)o1
[42] CCCCCNCC(=O)Nc1cc(C(F)(F)F)ccc1OCCOC
[43] COc1ccccc1NC(=O)c1cnc(Nc2ccccc2OC)c2ccccc12
[44] CCc1cc2c(=O)c(-c3cnn(-c4ccccc4)c3)c(C)oc2cc1OCC(=O)Nc1ccc(F)c(F)c1
[45] CC1CCCN(C(=O)CCNS(=O)(=O)c2ccc(Br)cc2)C1 (stereo not drawn)
Screen / compound no.	41	42	43	44	45
ERp5 block	-2	2	-5	1	-4
PAX8 reporter	21	20	0	8	-6
CFTR F508del cor	4.1	-3.1	?	.	0.0
ARNT-TACC3 inh	-11	-1	-17	-4	0
XiGFP reactiv	0.0	0.0	0.4	0.0	0.1
DENV2 CPE	-8	-2	-3	-3	6
GSIS activator	-2	-24	7	.	6
EWS-Fli inh	6	5	33	10	0
